Assay outcomes as filed in PubChem BioAssay.
AMA1 RON2 block: AMA1-RON2 (P. falciparum) interaction inhibition; Potency, µM (titrated, usually from 58.2 µM), for the others: top-dose activity change, negative = inhibition, hits mostly inhibitors; AlphaScreen AMA1-biotinylated RON2 peptide binding; AID 720542; 0.2% of 360,000 active;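 also: potency is read from the fitted curve at half-maximal effect; 0% = vehicle wells and -100% = peptide control; nearly all actives have a fitted effect of over 45% in size; some results filed as inactive show a strong effect at the top dose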
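AMA1 (3D7) with his tag at 25 nM final met compounds first, then biotinylated RON2 peptide at 25 nM; detection used donor plus acceptor beads, 10 µg/mL apiece, read by AlphaScreen after 30 min at room temperature.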
AmpC detergent: blocks E. coli AmpC beta-lactamase in detergent assay; P00811; AmpC hydrolysis of nitrocefin, absorbance 480 nm, 0.01% Triton; Potency, µM (doses to about 114 µM), without a hit: at the highest dose activity change, negative = inhibition, most hits filed as inhibitors; 0.041% of 370,000 active; AID 485294;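 also: potency is read from the fitted curve at half-maximal effect; 0% = no-compound wells and -100% = no-enzyme wells; nearly all actives have a fitted effect of over 25% in size; some results filed as inactive show a strong effect at the top dose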
Target sequence (P00811 whole entry, looked up): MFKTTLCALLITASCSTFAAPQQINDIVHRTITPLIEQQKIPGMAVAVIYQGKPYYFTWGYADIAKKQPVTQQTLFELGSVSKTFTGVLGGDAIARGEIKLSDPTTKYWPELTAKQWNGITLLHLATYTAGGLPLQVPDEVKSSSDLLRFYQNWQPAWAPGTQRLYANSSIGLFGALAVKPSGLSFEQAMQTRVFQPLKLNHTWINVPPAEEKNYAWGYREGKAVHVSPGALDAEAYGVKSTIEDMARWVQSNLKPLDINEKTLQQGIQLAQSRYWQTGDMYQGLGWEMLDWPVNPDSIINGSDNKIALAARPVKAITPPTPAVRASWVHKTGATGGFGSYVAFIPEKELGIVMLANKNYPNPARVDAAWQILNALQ
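AmpC (5.3 nM in the dispensed reagent) in 20 mM phosphate pH 7.0 with 0.01% (detergent screen) or 0.0001% Triton X-100 was preincubated with compounds for 15 min at room temperature. Nitrocefin was then added from an 800 uM solution, and hydrolysis was followed at 480 nm.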
Giardia FBPA inh: blocks Giardia fructose-bisphosphate aldolase activity; A8B2U2; purified Giardia FBPA; Potency, µM (titrated, usually from 59.6 µM), for the others: at the highest dose activity, negative = inhibition, actives largely listed as inhibitors; 0.71% of 290,000 active; also: potency is read from the fitted curve at half-maximal effect; nearly all actives have a fitted effect of over 55% in size
Target sequence (A8B2U2 whole entry, looked up): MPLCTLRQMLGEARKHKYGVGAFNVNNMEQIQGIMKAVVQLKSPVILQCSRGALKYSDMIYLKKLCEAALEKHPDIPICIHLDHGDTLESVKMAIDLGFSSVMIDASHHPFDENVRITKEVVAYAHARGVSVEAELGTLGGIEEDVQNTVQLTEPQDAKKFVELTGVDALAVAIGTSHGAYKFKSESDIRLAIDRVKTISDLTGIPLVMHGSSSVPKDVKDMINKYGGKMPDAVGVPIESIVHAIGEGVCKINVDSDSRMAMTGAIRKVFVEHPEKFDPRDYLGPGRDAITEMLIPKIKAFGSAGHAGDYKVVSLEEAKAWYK
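40 nM FBPA preincubated 10 min at RT with compound (up to 57.5 uM final), then substrate plus GAPDH/TPI/NAD/arsenate coupling and diaphorase/resazurin added. Fluorescence read after 20 min at RT, 525/598 nm.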
Sm TGR inh: S. mansoni TGR enzyme inhibition; Q962Y6; purified TGR, DTNB reduction, TNB absorbance 405 nm; Potency, µM (doses to about 114 µM), without a hit: at the highest dose activity change, negative = inhibition, usual class: inhibitors; 3% of 360,000 active; also: potency is read from the fitted curve at half-maximal effect; nearly all actives have a fitted effect of over 60% in size
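First, TGR (20 nM dispensed) and NADPH were mixed with compound. Second, a 15 min room-temperature incubation followed. Third, further NADPH and then DTNB were added to start the reaction. Finally, TNB absorbance was monitored kinetically.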
AmpC inh no detg: inhibitors of E. coli AmpC beta-lactamase without detergent; P00811; AmpC nitrocefin hydrolysis, absorbance 480 nm, 0.0001% Triton; Potency, µM (top dose mostly 57.1 µM), for the others: at the top dose activity change, negative = inhibition, actives largely listed as inhibitors; 0.52% of 330,000 active; AID 485341;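 also: potency is read from the fitted curve at half-maximal effect; plate controls were no compound for no effect and no enzyme for full effect; nearly all actives have a fitted effect of over 20% in size; some results filed as inactive show a strong effect at the top dose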
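AmpC (5.3 nM in the dispensed reagent) in 20 mM phosphate pH 7.0 with 0.01% (detergent screen) or 0.0001% Triton X-100 was preincubated with compounds for 15 min at room temperature. Nitrocefin was then added from an 800 uM solution, and hydrolysis was followed at 480 nm.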
HCMV inh: inhibitors of human cytomegalovirus; 4.5% of 410,000 active; activity change, negative = inhibition, % at 57.5 µM; AID 1259415; HFF cells, HCMV-luciferase reporter, 72 h; active compounds read low; in the data active = activity change below about -60%; inconclusive = no clear call, values can overlap the other calls; inactive = above about -39%
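Steps: HFFs plated, 16 h 37C; compounds added; HCMV-luciferase added to MOI 1 PFU/cell; 72 h 37C; OneGlo reagent, 5 min room temperature; luminescence read, normalized to controls.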
* hit, by the source's call; & = joins results of further samples; [ ] = remark or other dose. Unless noted, calls follow the shape of the dose curve; as a rule, active = well fitted curve in the direction sought with a large enough effect; inconclusive = small, poorly fitted or top-dose-only effect, or another doubt; inactive = no such curve, though single readings can be large; an effect the other way counts as inactive or inconclusive. Unless noted, % is scaled to controls: 0 for no effect and ±100 for the full control effect. No enrichment for hits. Share with any hit: about 7.8%.

How did Cc1nn(C(=O)C(C)N2C(=O)c3ccccc3C2=O)c(C)c1Br (centres undefined) do in these assays?
AMA1 RON2 block: -8.3%; AmpC detergent: -16.0%; Giardia FBPA inh: 2.4%; Sm TGR inh: 10.1%; AmpC inh no detg: -4.6%; HCMV inh: 7.6

Results for CCOC(=O)c1cc2cc(-c3c(C(=O)OCC)oc4cc(O)cc(O)c4c3=O)ccc2o1 ?
AMA1 RON2 block: -12.6%; AmpC detergent: inconclusive; Giardia FBPA inh: -10.5%; Sm TGR inh: -7.7%; AmpC inh no detg: -37.4%; HCMV inh: -2.7

Results for CCOc1cc(NC(=O)c2ccccn2)c(OCC)cc1NC(=O)CC(C)C ?
AMA1 RON2 block: 22.4%; AmpC detergent: -6.8%; Giardia FBPA inh: -12.5%; Sm TGR inh: 0.8%; AmpC inh no detg: -3.4%; HCMV inh: inconclusive

What do the screens show for `Cc1ccc(NC(=O)c2cnccn2)cc1S(=O)(=O)N1CCCCCC1`?
AMA1 RON2 block: 4.1%; AmpC inh no detg: 2.5%; HCMV inh: 47.3

How did COc1ccc2c(CSc3nnc(-c4cccnc4)n3-c3ccccc3F)cc(=O)oc2c1 do in these assays?
AMA1 RON2 block: 6.5%[11.6 µM]; AmpC detergent: 0.5%; Giardia FBPA inh: -5.5%; Sm TGR inh: -2.1%; AmpC inh no detg: 0.4%; HCMV inh: 11.9

How did COc1ccc(C(C)(C)C)cc1NC(=O)CCNC(=O)c1ccco1 do in these assays?
AMA1 RON2 block: 15.7%; AmpC detergent: -10.3%; Giardia FBPA inh: -7.8%; Sm TGR inh: -5.7%; AmpC inh no detg: 16.9%; HCMV inh: inconclusive

What do the screens show for `Cc1ccc(-n2nc(C(=O)N3CCN(c4ccccc4F)CC3)c3c4ccccc4n(C)c3c2=O)cc1`?
AmpC detergent: 3.0%; Sm TGR inh: 11.5%; HCMV inh: 10.9

Results for COc1ccccc1NCCC(=O)OCC(=O)NC1CCCCC1 ?
AMA1 RON2 block: -4.1%; AmpC detergent: 1.9%; Giardia FBPA inh: -15.8%; Sm TGR inh: -1.6%; AmpC inh no detg: -5.9%; HCMV inh: -34.7

What do the screens show for `Cc1ccc(Oc2ncc(-c3ccc(Cl)cc3)cn2)cc1`?
AMA1 RON2 block: 5.4%; AmpC detergent: 0.6%; Giardia FBPA inh: 2.3%; Sm TGR inh: 13.6%; AmpC inh no detg: -8.6%; HCMV inh: -12.7

What do the screens show for `CCOc1ccc(CN2CCC(n3nccc3NC(=O)C3CC3)CC2)cc1CO`?
AMA1 RON2 block: -7.0%; AmpC detergent: -2.1%; Giardia FBPA inh: -2.6%; Sm TGR inh: -8.9%; AmpC inh no detg: -9.5%; HCMV inh: -26.1

How did CCOC(=O)c1nn(-c2ccccc2)c(=O)c2c(N)sc(C)c12 do in these assays?
AmpC detergent: inconclusive; Sm TGR inh: 3.2%; AmpC inh no detg: -13.9%

Results for CCCc1cc(C(=O)Nc2c(C)nn(Cc3ccc(Cl)c(Cl)c3)c2C)no1 ?
AmpC detergent: 12.8%; Sm TGR inh: 5.9%; HCMV inh: -33.5

What do the screens show for `Cn1cccc1/C=N/NC(=O)c1sc2ccccc2c1Cl`?
AMA1 RON2 block: -26.4%; AmpC detergent: 4.1%; Giardia FBPA inh: -3.2%; Sm TGR inh: 1.8%; AmpC inh no detg: -35.7%; HCMV inh: -102.2*

Results for CC1(C)CC(NC(=O)C23CCC(C)(C2Br)C3(C)C)CC(C)(C)N1 (centres undefined) ?
AMA1 RON2 block: -10.4%; AmpC detergent: 4.3%; Giardia FBPA inh: 6.2%; Sm TGR inh: 9.8%; AmpC inh no detg: 4.7%; HCMV inh: 13.2

Results for O=C(Cc1cccc2ccccc12)NN1C(=O)/C(=C\c2cccnc2)SC1=S ?
AMA1 RON2 block: 12.7%; AmpC detergent: inconclusive; Giardia FBPA inh: -0.6%; Sm TGR inh: -4.1%; AmpC inh no detg: -22.4%; HCMV inh: -24.5

How did COc1cc(CNn2nnnc2N)cc(Br)c1OCC(=O)NC(C)(C)C do in these assays?
AMA1 RON2 block: -6.5%; AmpC detergent: 5.2%; Giardia FBPA inh: -2.1%; Sm TGR inh: 4.7%; AmpC inh no detg: -2.3%; HCMV inh: -2.9

How did COCCn1c(=NC(=O)CSC(C)=O)sc2cc(F)ccc21 do in these assays?
AMA1 RON2 block: -1.3%; AmpC detergent: -1.4%; Giardia FBPA inh: -17.9%; Sm TGR inh: 7.3%; AmpC inh no detg: -6.1%; HCMV inh: 1.0

What do the screens show for `COc1ccc(NC(=O)c2c(OC)cccc2OC)c(OC)c1`?
AMA1 RON2 block: -20.1%; AmpC detergent: 1.6%; Giardia FBPA inh: -21.9%; Sm TGR inh: inconclusive; AmpC inh no detg: 1.8%; HCMV inh: -18.4

What do the screens show for `COc1ccc(-c2nc(CS(=O)(=O)CC(=O)NC3CCCCCC3)c(C)o2)cc1`?
AMA1 RON2 block: 0.0%; AmpC detergent: 3.3%; Sm TGR inh: inconclusive; AmpC inh no detg: 55.0%; HCMV inh: -18.6

How did Cc1nc2ncnn2c(C)c1CCC(=O)NCc1ccccc1 do in these assays?
AMA1 RON2 block: 19.3%; AmpC detergent: -0.3%; Giardia FBPA inh: -3.2%; Sm TGR inh: 4.0%; AmpC inh no detg: -11.9%; HCMV inh: 20.9

2 neighbouring entries out of the list so far, quoted:
How did Cc1nn(C(=O)C(C)N2C(=O)c3ccccc3C2=O)c(C)c1Br (centres undefined) do in these assays?
AMA1 RON2 block: -8.3%; AmpC detergent: -16.0%; Giardia FBPA inh: 2.4%; Sm TGR inh: 10.1%; AmpC inh no detg: -4.6%; HCMV inh: 7.6

Results for CCOC(=O)c1cc2cc(-c3c(C(=O)OCC)oc4cc(O)cc(O)c4c3=O)ccc2o1 ?
AMA1 RON2 block: -12.6%; AmpC detergent: inconclusive; Giardia FBPA inh: -10.5%; Sm TGR inh: -7.7%; AmpC inh no detg: -37.4%; HCMV inh: -2.7

Next section
How did CCOC(=O)c1oc2ccccc2c1NC(=O)CCl do in these assays?
AMA1 RON2 block: 3.5%; AmpC detergent: -0.5%; Giardia FBPA inh: 2.9%; Sm TGR inh: 5.62µM*; AmpC inh no detg: -10.3%; HCMV inh: 0.5

Results for O=C(Nc1nc2ccc(F)cc2s1)C1CCCO1 (centres undefined) ?
AMA1 RON2 block: 12.9%; AmpC detergent: -7.2%; Sm TGR inh: -18.4%; AmpC inh no detg: -6.8%; HCMV inh: -6.9

How did CC(=O)c1cccc(NC(=O)C(C)OC(=O)c2cccc(S(=O)(=O)N3CCN(C)CC3)c2)c1 (centres undefined) do in these assays?
AMA1 RON2 block: -2.2%; AmpC detergent: inconclusive; Sm TGR inh: 50.1µM*; AmpC inh no detg: -0.6%; HCMV inh: 33.8

What do the screens show for `CC(=O)N1CCOc2cc(S(=O)(=O)NCc3ccc(C)cc3)c(Cl)cc21`?
AmpC detergent: 10.6%; Sm TGR inh: -2.2%; HCMV inh: -30.7

Results for NCCNc1ccc(C(=O)N2c3ccccc3Sc3ccccc32)cc1[N+](=O)[O-] ?
AMA1 RON2 block: -26.7%; AmpC detergent: -10.3%; Giardia FBPA inh: 3.6%; Sm TGR inh: 5.2%; AmpC inh no detg: 65.0%[activator]; HCMV inh: 30.3

What do the screens show for `Fc1ccc(N2CCN(C3=Nc4cccc5cccc3c45)CC2)cc1`?
AMA1 RON2 block: 22.4µM*; AmpC detergent: inconclusive; Giardia FBPA inh: -7.6%; Sm TGR inh: -14.5%; AmpC inh no detg: -27.3%[11.4 µM]; HCMV inh: 68.5

What do the screens show for `Cc1ccc(S(=O)(=O)Nc2nc(C)c(C)s2)cc1`?
AMA1 RON2 block: -18.0%; AmpC detergent: inconclusive; Giardia FBPA inh: inconclusive; Sm TGR inh: -0.5%; AmpC inh no detg: -22.6%; HCMV inh: 50.4

What do the screens show for `Cc1ccc(C2C(C(=O)c3cc4ccccc4o3)=C(O)C(=O)N2c2cc(C)on2)cc1` (centres undefined)?
AMA1 RON2 block: 7.7%; AmpC detergent: 2.4%; Sm TGR inh: -27.5%; AmpC inh no detg: -38.8%; HCMV inh: -31.4

How did CCn1ncc(S(=O)(=O)NCc2ccccc2Cl)c1C do in these assays?
AMA1 RON2 block: -2.3%; AmpC detergent: -0.5%; Giardia FBPA inh: 1.8%; Sm TGR inh: 0.6%; AmpC inh no detg: -9.4%; HCMV inh: -33.9

What do the screens show for `CC(=O)c1cn(Cc2ccccc2)c(=O)[nH]c1=O`?
AMA1 RON2 block: 3.5%; AmpC detergent: -0.5%; Giardia FBPA inh: 3.2%; Sm TGR inh: -10.0%; AmpC inh no detg: -11.0%; HCMV inh: -0.6

How did COc1ccc(-n2nc(C(=O)NCC(=O)Nc3cc(C)ccc3OC)c3ccccc3c2=O)c(OC)c1 do in these assays?
AMA1 RON2 block: 9.8%; AmpC detergent: -11.3%; Giardia FBPA inh: 3.3%; Sm TGR inh: 2.2%; AmpC inh no detg: -10.1%; HCMV inh: -5.4

Results for COc1cc(NC(=O)Cn2nc(-c3ccc(F)cc3)ccc2=O)ccc1-n1cnnn1 ?
AMA1 RON2 block: -0.2%; AmpC detergent: -3.4%; Giardia FBPA inh: 4.9%; Sm TGR inh: 28.5%; AmpC inh no detg: -23.2%; HCMV inh: 17.0

What do the screens show for `CN(C)c1ccc(/C=N/NS(=O)(=O)c2ccc(Br)cc2)cc1`?
AMA1 RON2 block: -16.2%; AmpC detergent: 0.2%; Giardia FBPA inh: -7.7%; Sm TGR inh: -2.9%; AmpC inh no detg: -52.1%; HCMV inh: -35.3

What do the screens show for `Cc1ccc(S(=O)(=O)NCC(=O)NNC(=O)c2ccccc2Cl)cc1C`?
AMA1 RON2 block: 97.5%[activator]; AmpC inh no detg: -19.1%; HCMV inh: 11.7

Results for Cn1nnnc1SCC(=O)Nc1ccc(C(=O)N2CCN(Cc3ccccc3F)CC2)cc1 ?
AMA1 RON2 block: 0.0%; AmpC detergent: 7.1%; Sm TGR inh: 1.6%; AmpC inh no detg: -0.9%; HCMV inh: -1.2

How did CCN(CC)C(=O)Cn1c(=O)n(CCCCCC(=O)Nc2ccccc2)c(=O)c2sccc21 do in these assays?
AMA1 RON2 block: 5.1%; AmpC detergent: 16.4%; Giardia FBPA inh: 1.2%; Sm TGR inh: 5.3%&-7.3%; AmpC inh no detg: -12.7%; HCMV inh: inconclusive

Results for O=C1CSC(c2ccccc2)N1c1ccc(F)cc1F (centres undefined) ?
AMA1 RON2 block: -1.6%; AmpC detergent: 4.6%; Giardia FBPA inh: 0.0%; Sm TGR inh: 2.3%; AmpC inh no detg: -5.9%; HCMV inh: -4.1

How did O=C(c1cc(-c2ccc(Cl)cc2)on1)N1CCOCC1 do in these assays?
AMA1 RON2 block: 0.7%; AmpC detergent: inconclusive; Giardia FBPA inh: 6.1%; Sm TGR inh: 0.1%; AmpC inh no detg: -15.2%; HCMV inh: 50.7

How did Cc1ccccc1SCc1noc(C(=O)NC(C)C)c1C(=O)O do in these assays?
AMA1 RON2 block: 8.8%; AmpC detergent: -7.4%; Giardia FBPA inh: -12.4%; Sm TGR inh: -14.4%; AmpC inh no detg: -6.6%; HCMV inh: 3.9
